ABHD4 inh: inhibitors of mouse ABHD4. Q8VD66. purified mABHD4, FP-Rh probe fluorescence polarization. inhibition, % at 8.92 µM. 370,000 tested, 0.54% active. AID 720543;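 active means inhibition exceeding the mean over every tested compound plus 3 SD, cut at about 30% in these data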;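 further: 0% = plate median of compound wells and 100% = S159A mutant with DMSO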
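Assay system: mouse ABHD4 enzyme, wild type / Also added: fluorescent activity-based probe FP-Rh / Doses: single nominal dose of 8.92 µM, 0.89% DMSO final / Timing: 45 min compound pre-incubation plus 60 min probe step, 25 °C / Signal: FP readout, ex 525 nm / em 598 nm / Control set: S159A mutant/DMSO as 100%, compound-well median as 0%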
MBD2 inh: blocks human MBD2 binding to methylated DNA | AID 686964 | Q9UBB5 | inhibition, % at 4.4 µM | 370,000 tested, 0.31% active | TR-FRET, MBD2 binding to methylated oligonucleotide; in the data active means inhibition above about 13%
TCR-CD3 inh: blocks the human TCR-CD3 interaction. TAMRA-labeled TCR probe fluorescence, biochemical. 360,000 tested, 0.37% active. inhibition, % at 9.4 µM; in the data active means inhibition above about 19%;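 further: recombinant mutant TCR 2C K166C tagged with TAMRA read by polarization; 0% = receptor in buffer alone and 100% = receptor with positive control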
rCAG binder: r(CAG) repeat RNA binding. 370,000 tested, 1.3% active. inhibition, % at 3 µM. TO-PRO-1 dye displacement fluorescence;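 active means inhibition above the plate cutoff, the mean of all test compounds on that plate plus 3 SD, cut at about 35% in these data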;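 further: 0% = DMSO alone and 100% = 100 µM mitoxantrone as full dye displacement; higher means more dye released from RNA so lower well fluorescence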
SIAE inh: blocks human sialic acid acetylesterase | SIAE FP-Rh probe binding, fluorescence polarization | inhibition, % at 9.66 µM | 370,000 tested, 0.69% active;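 active means inhibition above a cutoff: mean of compounds within the control limits plus 3 SD of those, cut at about 17% in these data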;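 further: 0% = plate median of compound wells and 100% = probe without SIAE protein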
PRMT1 FP inh: blocks human protein arginine methyltransferase 1; Q99873; recombinant PRMT1, activity-based probe fluorescence polarization; inhibition, % at 2.79 µM; 370,000 tested, 1.3% active; AID 652257;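 active means inhibition above about 21% made by adding two undisclosed values, limit read from the data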
UHRF1 MBD2 ctr: human UHRF1 methylated DNA binding inhibitors. 370,000 tested, 0.75% active. UHRF1 binding to methylated oligo, TR-FRET. inhibition, % at 4.4 µM. AID 687016; in the data active means inhibition above about 21%;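 further: UHRF1 SRA domain binding a hemimethylated CpG hairpin DNA probe; 0% = median of test compound wells and 100% = reference inhibitor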
NPR2 activator: GC-B (human) receptor activation; HEK293-GC-B cells, CNP EC30, cGMP TR-FRET; 0% at EC30 CNP, 100% saturating CNP; P20594; activation, % at 10 µM; AID 1920062; 370,000 tested, 0.11% active;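 active means activation at 10 µM reaching about 35% in either raw or pattern-adjusted values, limit read from the data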
Target sequence (P20594 whole entry, looked up): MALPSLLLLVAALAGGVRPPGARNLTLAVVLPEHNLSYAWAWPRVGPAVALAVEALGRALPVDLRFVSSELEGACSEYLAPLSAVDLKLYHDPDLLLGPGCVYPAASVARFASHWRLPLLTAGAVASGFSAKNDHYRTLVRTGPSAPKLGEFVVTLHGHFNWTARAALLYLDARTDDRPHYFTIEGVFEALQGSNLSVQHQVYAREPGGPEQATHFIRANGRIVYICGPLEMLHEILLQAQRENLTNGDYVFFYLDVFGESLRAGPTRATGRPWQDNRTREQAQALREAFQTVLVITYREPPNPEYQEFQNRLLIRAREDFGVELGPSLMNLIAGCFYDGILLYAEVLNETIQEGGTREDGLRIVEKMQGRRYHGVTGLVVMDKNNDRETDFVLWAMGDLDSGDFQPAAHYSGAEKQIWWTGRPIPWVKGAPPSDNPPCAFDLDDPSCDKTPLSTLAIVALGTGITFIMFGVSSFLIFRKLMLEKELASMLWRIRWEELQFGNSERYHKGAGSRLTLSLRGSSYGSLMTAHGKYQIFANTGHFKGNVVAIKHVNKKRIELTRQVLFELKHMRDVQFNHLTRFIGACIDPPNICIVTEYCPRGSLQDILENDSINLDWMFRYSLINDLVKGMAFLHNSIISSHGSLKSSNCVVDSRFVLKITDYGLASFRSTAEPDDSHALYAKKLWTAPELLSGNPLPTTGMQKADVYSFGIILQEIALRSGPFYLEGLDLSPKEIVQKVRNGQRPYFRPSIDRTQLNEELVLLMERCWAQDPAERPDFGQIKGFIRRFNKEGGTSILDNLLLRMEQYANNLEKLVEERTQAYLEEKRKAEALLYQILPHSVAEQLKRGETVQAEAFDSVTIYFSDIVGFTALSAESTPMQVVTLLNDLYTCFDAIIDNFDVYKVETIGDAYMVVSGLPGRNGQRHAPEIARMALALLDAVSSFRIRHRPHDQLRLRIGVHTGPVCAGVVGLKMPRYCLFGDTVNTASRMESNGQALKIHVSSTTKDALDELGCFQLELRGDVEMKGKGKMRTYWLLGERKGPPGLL
HTRA1 inhibitor: blocks human HTRA1 serine peptidase. Q92743. recombinant HTRA1, FP-rhodamine activity-based probe, fluorescence polarization. inhibition, % at 5.96 µM. 340,000 tested, 0.5% active. AID 504803; in the data active means inhibition above about 36%;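 further: 0% = enzyme with DMSO and 100% = wells lacking enzyme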
NPR1 activator: GC-A (human) enzyme activation; 370,000 tested, 0.14% active; activation, % at 10 µM; P16066; HEK293 GC-A cells, cGMP TR-FRET, EC30 ANP; 0% at EC30 ANP, 100% saturating ANP; in the data active means activation above about 40%
* = called active by the depositor; nt = no result given.

SMILES	ABHD4 inh	MBD2 inh	TCR-CD3 inh	rCAG binder	SIAE inh	PRMT1 FP inh	UHRF1 MBD2 ctr	NPR2 activator	HTRA1 inhibitor	NPR1 activator
COCCCN1C(=O)C(=O)/C(=C(/O)c2ccc(S(=O)(=O)N3CCCCC3)cc2)C1c1ccc(O)cc1 (stereo unspecified)	9	-5	7	3	2	2	-4	3	-1	-6
CCn1c(SCC(=O)Nc2ccc3c(c2)OCO3)nc2ccccc21	-2	4	-1	0	0	3	2	-4	-2	-1
Cc1ccc(CNc2ncnc3[nH]ncc23)cc1	-2	1	-3	2	-5	-3	3	-4	-2	5
Cc1cccc(NC(=O)C(Cc2ccccc2)n2cccc2)c1 (stereo unspecified)	-18	-1	11	-2	-3	0	-2	-4	-30	-6
CN(C)CCCN(C(=O)COc1ccccc1)c1nc2cc3c(cc2s1)OCO3	9	2	-1	4	5	3	1	-6	-3	-3
CC(=O)c1ccc(S(=O)(=O)N2Cc3ccccc3CC2C(=O)O)cc1 (stereo unspecified)	-3	-2	-1	12	-5	0	20	2	-6	0
CCC(=O)N1CCc2cc(S(=O)(=O)CCC(=O)Nc3ccc(C)cn3)ccc21	5	-2	4	1	-9	-1	-1	3	4	2
Cc1c(Cl)cccc1NC(=O)C1CCCN(S(C)(=O)=O)C1 (stereo unspecified)	-1	5	3	-1	0	1	-2	1	7	-1
Cc1csc(NC(=O)COCC(=O)O)c1-c1nc2ccccc2s1	-2	-8	-1	55*	2	-6	-19	-2	nt	8
CC1CCN(C(=O)COC(=O)/C=C/c2ccco2)CC1	2	5	0	3	1	1	5	1	11	4
CCOc1ccc(N2C(=O)CC(NC3CCN(C(=O)c4cccc(Cl)c4)CC3)C2=O)cc1 (stereo unspecified)	2	4	-7	-5	-6	65*	0	4	-1	-1
Cc1ccc(NC(=O)C2(C)CCN2CCc2ccccc2)cc1 (stereo unspecified)	-3	-1	4	-1	6	-5	0	-4	nt	5
COc1ccc(CCC(C)NCc2ccc(F)cc2)cc1 (stereo unspecified)	2	-1	-2	-3	-10	0	0	-13	1	-2
CC(COc1ccc(C#N)cc1)CN1CCC(C(O)(c2ccccc2)c2ccccc2)CC1 (stereo unspecified)	3	2	nt	3	2	1	-1	-17	nt	-24
CCOC(=O)c1csc(-n2nc(C)cc2C(F)(F)F)n1	-2	-4	3	-2	-4	-7	1	3	6	-5
O=C(COc1ncnc2sccc12)NC1CCCCC1	2	-5	2	3	12	-2	-1	2	-5	5
COC(=O)c1ccc2c(=O)n(CC3CCCO3)c(SCC(=O)Nc3ccccc3OC)nc2c1 (stereo unspecified)	-4	-1	0	2	-11	0	1	15	2	8
COC(=O)c1nc2ccc(C)cn2c1F	2	1	-1	1	4	-6	-2	2	-3	-2
O=C(CCN1C(=O)/C(=C/c2cccc(Br)c2)SC1=S)Nc1cccnc1	4	3	2	4	3	-1	1	-4	4	-6
C#CCOC(=O)Nc1ccc(=O)n(Cc2c(Cl)cccc2Cl)c1	8	-8	5	6	3	0	-5	3	6	-1
CC(C)c1ccc(S(=O)(=O)N2CCN(C(C)C(=O)NC3CCCC3)CC2)cc1 (stereo unspecified)	1	0	3	0	1	3	-2	2	4	1
CC(C)(C)OC(=O)N(Cc1ccccc1)Cc1ccccc1OCc1ccc(NC(=O)C2CCC2)cc1	-24	-3	1	12	-19	-3	3	0	-42	1
Cc1ccnc(NC(=O)c2ccc(OCC3CCCO3)cc2)c1 (stereo unspecified)	-2	-3	-4	-3	6	-1	2	0	-5	-1
O=C1NC(=S)N/C1=C\c1ccc(Oc2ccc(C(F)(F)F)cc2[N+](=O)[O-])c(Cl)c1	-3	0	7	2	-3	-1	2	0	-10	-2
CSCC[C@H](NC(=O)c1ccc(OCC2CCCO2)cc1)c1nc2ccccc2[nH]1 (stereo partly specified)	-8	1	4	2	4	-6	-2	0	-3	-2

Compound profiles, from the list above. Values in the order: ABHD4 inh	MBD2 inh	TCR-CD3 inh	rCAG binder	SIAE inh	PRMT1 FP inh	UHRF1 MBD2 ctr	NPR2 activator	HTRA1 inhibitor	NPR1 activator
`O=C(CCN1C(=O)/C(=C/c2cccc(Br)c2)SC1=S)Nc1cccnc1` as listed: 4	3	2	4	3	-1	1	-4	4	-6
`CC1CCN(C(=O)COC(=O)/C=C/c2ccco2)CC1` as listed: 2	5	0	3	1	1	5	1	11	4

Remaining list, next part:
SMILES	ABHD4 inh	MBD2 inh	TCR-CD3 inh	rCAG binder	SIAE inh	PRMT1 FP inh	UHRF1 MBD2 ctr	NPR2 activator	HTRA1 inhibitor	NPR1 activator
Clc1ccc(Cc2noc(CN3CCN(c4ccccc4)CC3)n2)c(Cl)c1	-1	6	5	-4	1	-1	1	9	-6	1
N#Cc1cc2cc3c(cc2nc1N1CCCCC1)OCCO3	-3	4	0	14	-3	18	6	-10	4	-2
CCOC(=O)N1CC(C)N(C(=S)Nc2ccccc2)CC1C (stereo unspecified)	-2	1	4	2	1	-2	14	2	2	1
CN(Cc1nnc(SCC(=O)NCCc2ccccc2)n1C)S(=O)(=O)c1ccccc1	-1	-3	-7	-7	-4	-3	1	1	1	2
CC(=O)N1CCn2c3c(c4cc(C)ccc42)CCCC31 (stereo unspecified)	3	4	3	-4	4	-4	0	1	5	-2
COc1nc(-c2ccccc2)ccc1-c1noc(-c2cccs2)n1	-4	-2	-1	5	-12	2	1	-2	-8	-6
Cc1c(C(=O)NCc2ccc3c(c2)OCCO3)sc(=O)n1Cc1ccc(C(=O)N(C)C)cc1	-4	0	5	2	4	8	5	-1	nt	2
CCOc1cccc(C2C(C(=O)c3cccs3)=C(O)C(=O)N2Cc2cccnc2)c1 (stereo unspecified)	3	-6	0	-1	-3	4	0	4	0	3
Cc1ccc(CN2CCN(/N=C/c3ccc(C(=O)O)cc3)CC2)c(C)c1	-3	-2	-2	16	3	3	2	-6	6	2
Cc1[nH]c2ccccc2c1/C=N\NC(=O)Cn1nnc(-c2ccccc2)n1	4	-5	8	2	5	-3	-2	-5	-2	-6
Cc1ccc(C(=O)Nc2ccccc2N2CCCC2)cc1S(=O)(=O)N1CCOCC1	1	0	11	2	5	-4	-2	2	5	-2
CC(C)c1ccc(NC(=O)Nc2nc(C(N)COCc3ccccc3)cs2)cc1 (stereo unspecified)	8	0	-2	26	7	6	0	-1	nt	-11
COc1ccccc1N1CCN(S(=O)(=O)c2ccc(F)cc2)CC1	-3	-2	-2	-2	-1	-2	1	1	2	0
O=S(=O)(Nc1cccc(S(=O)(=O)N2CCCCC2)c1)c1ccc(Cl)s1	2	-3	7	46*	-5	1	0	3	2	-1
CCOC(=O)C1=C(COC(=O)/C=C/c2ccc(OC)c(OC)c2)NC(=O)NC1C (stereo unspecified)	0	-3	-4	-7	1	-4	-4	1	0	6
COc1cccc(OCCCn2ccnc2)c1	8	-2	-10	-3	2	3	4	-2	0	0
COc1ccccc1CN1C[C@@H]2C[C@@H](c3ccc(C)cc3)N3CCC[C@@]23C1=O	2	1	2	-7	0	-1	2	-6	-4	-15
CN1C[C@@H]2C(c3ccc(Cl)nc3)C3(c4ccc(C#N)cc4)CC2(C3)[C@H]1c1ccccc1 (stereo partly specified)	5	3	-7	3	-4	3	11	-8	-13	-7
Cc1sc2nc(CN3CCCC3)nc(N3CCN(S(=O)(=O)c4ccccc4)CC3)c2c1C	13	4	0	9	-8	3	-1	-4	-5	-3
O=C(O)CCc1nc(-c2ccc(Cl)cc2)no1	8	0	2	-2	-1	-2	1	-3	1	2
COc1ccc(C(CNC(=O)c2[nH]c(C)c(C(C)=O)c2C)N2CCOCC2)cc1 (stereo unspecified)	8	-5	2	3	-3	-2	0	7	6	-3
COc1ccc(CCNC(=S)NC2CCN(Cc3ccccc3)CC2)cc1	0	-3	3	-9	-1	0	-3	1	2	-2
COc1cc2c(cc1O)C(Cc1ccc(O)cc1)[N+](C)([O-])CC2 (stereo unspecified)	-7	5	6	8	7	1	0	0	3	0
COc1cc(OC)cc(N(C(=O)CNC(=O)c2cccs2)C(C(=O)NCC2CCCO2)c2ccccc2)c1 (stereo unspecified)	0	4	1	0	5	5	0	2	-16	-1
Cc1nn(CCC(N)=S)c2nc(-c3cccs3)cc(C(F)(F)F)c12	-21	0	4	1	-18	2	1	-9	-31	6
Continuation:
SMILES	ABHD4 inh	MBD2 inh	TCR-CD3 inh	rCAG binder	SIAE inh	PRMT1 FP inh	UHRF1 MBD2 ctr	NPR2 activator	HTRA1 inhibitor	NPR1 activator
CCC(C)NS(=O)(=O)c1ccc(NC(=O)c2cccs2)cc1 (stereo unspecified)	-8	1	-1	2	-7	-1	0	-4	-10	1
O=C(c1ccc(Br)o1)N1CCN(c2ccccc2F)CC1	2	0	0	7	0	2	5	-3	0	-4
CN(CCc1ccccc1)C(=O)c1cccc(NC(=O)Cc2cccc(NC(=O)C3CCN(C(=O)C4CC4)CC3)c2)c1	-7	0	3	5	-1	-2	96*	1	8	5
COc1ccc(CNC(=O)CN(C(=O)c2csnn2)c2cccc(F)c2)cc1	4	0	5	-1	-5	-3	1	2	6	-5
Cc1nn(-c2ccccc2)c(C)c1NC(=O)COC(=O)c1ccc(O)cc1O	-5	3	-10	1	3	3	2	1	-1	-1
Cc1c(C(=O)N2CCCC2)sc(NC(=O)c2cccs2)c1C#N	6	-4	5	14	1	2	-2	7	1	-2
C[C@@H]1CN([C@@H](C)CO)C(=O)CCCn2cc(nn2)CO[C@H]1CN(C)C(=O)Oc1ccccc1	5	-2	2	0	-1	5	4	3	6	0
COCCN1Cc2cccc(C(=O)Nc3ccccc3OC)c2C1=O	0	2	-5	-6	5	-2	-1	0	-2	6
Cc1ccc2c(C(=O)CN3CCC4(CC3)OCCO4)c(C)[nH]c2c1	5	1	2	-7	9	0	-2	-3	8	1
CCOc1ccc(NC(=O)c2ccccn2)cc1	-6	1	-5	-4	-3	-1	5	1	5	4
CSCCC(C(=O)NCc1cccs1)N1C(=O)c2ccccc2C1=O (stereo unspecified)	-6	-5	12	-4	0	-1	0	-4	5	-4
COc1ccc(CCNC(=O)COC(=O)c2cncc(Br)c2)cc1OC	5	1	-6	2	12	-1	-2	-6	2	-1
Cc1cccc(Cn2cc3c(=O)n(Cc4cccc(F)c4)nc-3c3ccccc32)c1	3	-6	7	2	-6	2	0	2	4	7
COc1ccc(N2CCN(C(=O)CSc3nc4ccccc4c(=O)[nH]3)CC2)cc1	2	5	-2	-2	1	4	1	-6	5	-3
O=C(CSc1nnc(CN2CCOCC2)n1-c1ccc(Cl)cc1)N1CCc2ccccc21	-3	-1	7	-4	3	0	-1	-14	-2	-26
Cc1ccccc1NC(=O)CC1C(=O)NCCN1C(=O)c1cccc(Cl)c1 (stereo unspecified)	-7	3	-5	-2	1	3	5	2	1	1
NC(=O)NC1CCCc2c1[nH]c1ccc(Cl)cc21 (stereo unspecified)	1	-1	7	2	9	-3	0	-4	-9	1
Cc1ccc(NC(=O)CSc2nnc(C)c(=O)n2N)c(C)c1	0	-2	6	-2	7	-1	-2	3	0	1
CCCCCCN1C2=NCCN2c2ccccc21	5	-2	-1	8	10	0	1	-13	3	-35
O=C(COC(=O)c1cccs1)NC1CCCCC1	3	-7	-1	1	9	-2	2	0	3	-4

Sorted by the number under UHRF1 MBD2 ctr (largest number first): five from the list above.
smiles,UHRF1 MBD2 ctr
Cc1ccc(CNc2ncnc3[nH]ncc23)cc1,3
COc1ccccc1CN1C[C@@H]2C[C@@H](c3ccc(C)cc3)N3CCC[C@@]23C1=O,2
O=C(CCN1C(=O)/C(=C/c2cccc(Br)c2)SC1=S)Nc1cccnc1,1
O=C(CSc1nnc(CN2CCOCC2)n1-c1ccc(Cl)cc1)N1CCc2ccccc21,-1
COc1ccc(CCNC(=O)COC(=O)c2cncc(Br)c2)cc1OC,-2

The list is partial, so the mix of outcomes need not match the whole.
